Vif-A3G inh: inhibitors of Vif-APOBEC3G interaction; HeLa A3G-eYFP + Vif (tagged APOBEC3G with the HIV-1 protein that degrades it), YFP fluorescence, overnight; 0.076% of 410,000 active; Potency, µM (doses to about 46.1 µM), for the others: top-dose activity, negative = active, actives largely listed as inhibitors; Q9HC16;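 also: % is scaled to controls: 0 for no effect and ±100 for the full control effect; nearly all actives have a fitted effect of over 60% in size; hits raise eYFP signal because A3G escapes Vif-driven loss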
Target sequence (Q9HC16 whole entry, looked up): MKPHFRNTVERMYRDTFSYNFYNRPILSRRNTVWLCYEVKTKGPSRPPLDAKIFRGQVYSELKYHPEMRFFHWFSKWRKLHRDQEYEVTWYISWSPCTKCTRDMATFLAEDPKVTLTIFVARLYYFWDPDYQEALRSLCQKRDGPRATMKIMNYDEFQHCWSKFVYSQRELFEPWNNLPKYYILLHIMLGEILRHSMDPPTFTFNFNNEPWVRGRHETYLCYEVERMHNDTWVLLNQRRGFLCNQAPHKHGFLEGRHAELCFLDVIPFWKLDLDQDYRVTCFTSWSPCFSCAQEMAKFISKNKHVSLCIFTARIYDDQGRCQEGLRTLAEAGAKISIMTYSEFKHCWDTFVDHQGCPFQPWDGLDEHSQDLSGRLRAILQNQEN
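Read-out is eYFP fluorescence (Ex 488/Em 500-530) from Vif-expressing HeLa A3G-eYFP cells; more signal means A3G escaped Vif-mediated degradation. Cells plated overnight, compound pinned in, incubated overnight at 37 deg C.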
RGS4 inh: blocks human RGS4-accelerated GTP hydrolysis. P49798. Transcreener GDP fluorescence polarization, RGS4-accelerated GTP hydrolysis. Potency, µM (top dose mostly 114 µM), for inactives: at the highest dose activity change, negative = inhibition, hits mostly inhibitors. 0.039% of 390,000 active. AID 504845; also: % is scaled to controls: 0 for no effect and ±100 for the full control effect; nearly all actives have a fitted effect of over 75% in size; some results filed as inactive show a strong effect at the top dose
Target sequence (P49798 whole entry, looked up): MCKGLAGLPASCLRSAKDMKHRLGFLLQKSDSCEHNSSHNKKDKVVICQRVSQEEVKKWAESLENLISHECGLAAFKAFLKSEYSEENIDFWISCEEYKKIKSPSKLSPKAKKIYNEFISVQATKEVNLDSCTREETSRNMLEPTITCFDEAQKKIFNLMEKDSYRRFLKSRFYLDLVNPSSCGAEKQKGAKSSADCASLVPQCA
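MLSMR compounds (23 nl, pin-transferred) preincubated 10 min at room temperature with a 500nM (2x) first reagent, then RGS4 at 900nM (2x) plus Transcreener GDP mix added; fluorescence polarization (620/688 nm) read before and after 90 min at 30 °C.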
ALOX12 inh: inhibitors of human 12S-lipoxygenase ALOX12; P18054; purified 12hLO, xylenol orange hydroperoxide absorbance; Potency, µM (highest dose often 108 µM), inactives show at the top dose activity change, negative = inhibition, hits mostly inhibitors; 1.1% of 580,000 active; AID 1671190; also: % is scaled to controls: 0 for no effect and ±100 for the full control effect
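Hydroperoxide product was detected by ferrous iron/xylenol orange as the 573 to 405 nm absorbance ratio. Arachidonic acid at 40 uM (final) was turned over for 30 min at room temperature by 150 nM human 12hLO, pH 7.0 Hepes buffer, after 15 min compound preincubation.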
IDH1 R132H inh: human IDH1 R132H inhibition; O75874; IDH1-R132H enzyme, NADPH consumption, diaphorase/resazurin fluorescence; Potency, µM (doses to about 76.6 µM), for the others: top-dose activity change, negative = inhibition, hits mostly inhibitors; 0.093% of 390,000 active; AID 602179; also: % is scaled to controls: 0 for no effect and ±100 for the full control effect; nearly all actives have a fitted effect of over 65% in size
Target sequence (O75874 whole entry R132H, stated change not applied): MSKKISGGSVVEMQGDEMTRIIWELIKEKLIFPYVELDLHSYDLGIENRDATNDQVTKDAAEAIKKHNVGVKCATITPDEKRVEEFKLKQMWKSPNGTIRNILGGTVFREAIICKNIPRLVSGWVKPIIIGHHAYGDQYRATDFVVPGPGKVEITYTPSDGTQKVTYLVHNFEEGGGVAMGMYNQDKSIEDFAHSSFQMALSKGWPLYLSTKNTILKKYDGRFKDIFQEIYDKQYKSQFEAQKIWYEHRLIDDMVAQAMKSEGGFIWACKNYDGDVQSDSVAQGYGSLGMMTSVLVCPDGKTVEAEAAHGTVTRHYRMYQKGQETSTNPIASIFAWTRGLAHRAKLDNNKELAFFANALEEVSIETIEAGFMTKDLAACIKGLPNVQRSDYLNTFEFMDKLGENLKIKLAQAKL
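IDH1-R132H (0.5 ug/mL) preincubated 30 min with compound, then NADPH (0.016 mM) and alpha-KG (2 mM) added; 80 min at RT, pH 7.5. Remaining NADPH coupled via diaphorase/resazurin to fluorescence (540/590 nm); concentration-response curves normalized to no-enzyme control.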
USP1 inh: blocks the human USP1/UAF1 deubiquitinase complex; Potency, µM (highest dose often 57.1 µM), without a hit: at the top dose activity change, negative = inhibition, most hits filed as inhibitors; recombinant USP1/UAF1, Ub-Rhodamine cleavage fluorescence; O94782; 0.23% of 390,000 active; also: % is scaled to controls: 0 for no effect and ±100 for the full control effect; nearly all actives have a fitted effect of over 60% in size; inactives centre near -12
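USP1/UAF1 complex (1 nM) preincubated 15 min at room temperature with compound, then Ub-Rho substrate (150 nM final) added. Kinetic fluorescence at 480/540 nm over 6 reads at 60 s intervals; 50 mM HEPES pH 7.8, 0.5 mM EDTA, 0.1 mg/ml BSA, 1 mM TCEP, 0.01% Tween-20.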
TrxR1 substrate: is turned over as a substrate by rat TrxR1. 0.01% of 390,000 active. O89049. Potency, µM (titrated, usually from 114 µM), for the others: at the top dose activity change, negative = substrate turnover. purified TrxR1 substrate turnover, NADPH consumption readout. AID 588456; also: % is scaled to controls: 0 for no effect and ±100 for the full control effect; nearly all actives have a fitted effect of over 50% in size
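Rat TrxR1, dispensed at 90 nM, was prereduced with 400 uM NADPH (final) for 5 min at ~22 deg C, then incubated with compound 15 min before 400 uM selenite. A first-read NADPH fluorescence drop versus no-compound background flagged substrates.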
TrxR1 inh: inhibitors of rat thioredoxin reductase 1; recombinant rTrxR1, NADPH fluorescence consumption, selenite substrate; O89049; Potency, µM (doses to about 114 µM), without a hit: at the highest dose activity change, negative = inhibition, hits mostly inhibitors; 1% of 390,000 active; AID 588453; also: % is scaled to controls: 0 for no effect and ±100 for the full control effect; nearly all actives have a fitted effect of over 65% in size
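Rat TrxR1 (90 nM in the dispensed reagent) was pre-reduced with 400 uM NADPH for 5 min at room temperature, then incubated with compound for 15 min. After 400 uM selenite was added, NADPH fluorescence (Ex 340/Em 450 nm) was followed for 8 min.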
Vif-APOBEC3F blk: Vif-A3F binding inhibition; 0.2% of 390,000 active; Potency, µM (doses to about 46.1 µM), inactives show at the highest dose activity, negative = active; HeLa A3F-eYFP + Vif (tagged APOBEC3F with the HIV-1 protein that degrades it), YFP fluorescence increase; also: % of control where 0% means no effect; nearly all actives have a fitted effect of over 65% in size
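HeLa cells stably expressing A3F-eYFP plus Vif, plated and incubated overnight at 37 deg C, then exposed to compounds overnight at 37 deg C. Blocked degradation read as raised yellow fluorescence (Ex 488/Em 500-530).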
RXFP1 agonist: RXFP1 (human) receptor agonism; 0.3% of 370,000 active; HEK293T-RXFP1 cAMP TR-FRET, 30 min; response scale: percent of porcine relaxin response, buffer zero; AID 2676; Potency, µM (series often up to 57.5 µM), inactives show at the highest dose activation, usual class: activators; Q9HBX9; also: % is scaled to controls: 0 for no effect and ±100 for the full control effect; nearly all actives have a fitted effect of over 60% in size; many of its hits are not listed in these tables
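HEK293 cells stably expressing RXFP1, treated 30 min at 37C with compounds plus PDE4 inhibitor Ro 20174; cAMP measured by HTRF TR-FRET. Normalized to buffer and 29 nM porcine relaxin; EC50 by Hill fit.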
* marks the source's active call; other numbers are inactive results; ? = inconclusive; nt = no result given; & = joins results of further samples; [ ] = dose if it differs, or a comment. Calls follow the shape of the dose curve; as a rule, active = well fitted curve in the direction sought with a large enough effect; inconclusive = small, poorly fitted or top-dose-only effect, or another doubt; inactive = no such curve, though single readings can be large; an effect the other way counts as inactive or inconclusive. Potency is read from the fitted curve at half-maximal effect. An excerpt. The share of hits here may be higher or lower than overall.

Short keys – A = Vif-A3G inh; B = RGS4 inh; C = ALOX12 inh; D = IDH1 R132H inh; E = USP1 inh; F = TrxR1 substrate; G = TrxR1 inh; H = Vif-APOBEC3F blk; I = RXFP1 agonist
CN(C)c1ccc(C2N(C)C(=O)c3ccccc3N2C)cc1 (stereo not given)
  A: -1%; B: -12%; C: -24%; D: -5%; E: -19%; F: 2%; G: 8%; H: -11%; I: 1.4%

CCOc1ccc(OCC)c(N=c2oc3c(C)ncc(CO)c3cc2C(N)=O)c1
  A: -3%; B: -14%; C: -21%; D: -9%; E: 1%; F: -6%; G: -6%; H: 3%; I: 0.9%

CSc1ncccc1C(=O)N1CCN(S(=O)(=O)c2cc(C)ccc2C)CC1
  A: -7%; B: -14%; C: -1%; D: -9%; E: -21%; F: -5%; G: -5%; H: -32%; I: 2.3%

Cc1ccccc1NC(=O)CN1C(=O)C(C)(C)c2ccccc21
  A: 0%; B: -5%; C: -7%; D: -4%; E: ?; F: 2%[57.1 µM]; G: 23%[57.1 µM]; H: 1%; I: 2.7%

Cc1ccc(Cl)cc1N1CCN(C(=O)c2cn(C)c3ccc(S(=O)(=O)N4CCCCC4)cc3c2=O)CC1
  A: 3%; B: 8%; C: -13%; D: -10%; E: -8%; F: 4%; G: 16%; H: 5%; I: 0.8%

CC(=O)NC(Cc1cc(C)ccc1C)C(=O)N1CCN(C(=O)c2ccc([N+](=O)[O-])cc2)CC1 (stereo not given)
  A: -1%; B: -5%; C: 258%[activator]; D: 0%; E: -19%; F: 6%; G: 20%; H: -4%; I: 0.3%

Cc1cc(C)cc(Oc2c(C(F)(F)F)oc3cc(OCC(=O)O)ccc3c2=O)c1
  A: 3%; B: 18%; C: 30%; D: 7%; E: 3%; F: -4%; G: 2%; H: 2%; I: 2.9%

CC1CCN(S(=O)(=O)c2ccc3c(c2)oc(=O)n3CC(=O)NCc2ccc(F)cc2)CC1
  A: -5%; B: -8%; C: -23%; D: 0%; E: -13%; F: -7%; G: -7%; H: 1%; I: 2.5%

Cc1ccccc1-c1nnn(C/C(N)=N/O)n1
  A: -6%; B: 25%; C: 0%; D: -8%; E: -7%; F: 2%; G: 3%; H: 6%; I: -1.1%

COc1cc(OC)c2c(-c3ccccc3)cc(=O)oc2c1C(CC(=O)N1CCOCC1)c1ccc2c(c1)OCO2 (stereo not given)
  A: -1%&-9%; B: -17%&-2%; C: -17%; D: 14%; E: -22%; F: 13%&14%; G: 29%&33%; H: -6%; I: 0.0%

CC(C)c1cc(N2CCN(C(=O)c3ccco3)CC2)n2c(nc3ccccc32)c1C#N
  A: -2%; B: -46%; C: ?; D: -29%; E: -11%; F: 31%; G: ?; H: -9%; I: 4.8%

Cc1cc(C)nc(N/N=C/C(Cl)=C/c2ccccc2)n1
  A: -5%; B: -24%; C: 0%; D: 5%; E: -21%; F: -3%; G: 3%; H: 1%; I: -2.5%

O=C1CCCC/C=C\C[C@H](CC(=O)N(CCO)Cc2ccccc2)C(=O)NCCO1
  A: 1%; B: -8%; C: -7%; D: -1%; E: -19%; F: 4%; G: 23%; H: 6%; I: nt

O=C1/C(=C/c2ccc(O)cc2)CCc2ccc([N+](=O)[O-])cc21
  A: -1%; B: 17%; C: -25%; D: -4%; E: -6%; F: 2%; G: 10%; H: 1%; I: 3.7%

Cc1ccc([N+](=O)[O-])cc1S(=O)(=O)Nc1ccc(C(=O)N(C)C)cc1
  A: -4%; B: -10%; C: 17%; D: 5%; E: -12%; F: -18%[57.1 µM]; G: 21%[57.1 µM]; H: 1%; I: 1.0%

CC(C)CCNC(=O)CN(Cc1ccc2c(c1)OCO2)C(=O)Cn1nnc(-c2cccs2)n1
  A: -1%; B: 0%; C: -10%; D: -1%; E: -28%; F: -3%; G: 21%; H: 3%; I: 0.6%

CCCC(=O)Nc1ccc2nn(-c3ccc(OC)cc3)nc2c1
  A: -5%; B: ?; C: -10%; D: 2%; E: -22%; F: 115%[activator][57.1 µM]; G: 171%; H: 6%; I: 6.2%

OCC[C@@H]1NCc2cc(CO)cc(-c3ccccc3)c21
  A: 1%; B: 8%; C: ?; D: -3%; E: -31%; F: 2%; G: 7%; H: -5%; I: nt

CC1(C)CC(CCN(Cc2ccccc2)C(=O)c2ccco2)(c2ccccc2)CCO1 (stereo not given)
  A: 5%; B: -31%; C: ?; D: 5%; E: -22%; F: 5%; G: ?; H: 1%; I: 0.7%

NC1=NC2(CCCCC2)N=C(Nc2ccc(F)cc2F)N1
  A: 2%; B: -41%; C: -14%; D: 4%; E: -19%; F: 4%; G: 11%; H: 12%; I: -2.3%

CC(NCC(=O)Nc1ccccc1C(=O)NC1CC1)c1cccc(Cl)c1 (stereo not given)
  A: -2%; B: -17%; C: -2%; D: 12%; E: -15%; F: 2%; G: 2%; H: -3%; I: 0.7%

O=C1CC(N2CCC(c3nc4ccccc4o3)CC2)C(=O)N1Cc1cccs1 (stereo not given)
  A: -1%; B: -9%; C: 10%; D: 7%; E: -10%; F: -6%[57.1 µM]; G: 2%[57.1 µM]; H: -13%; I: 0.5%

CCc1ccc(C(=O)COC(=O)C2=NN(c3ccccc3)C(=O)CC2)cc1
  A: 0%; B: -22%; C: ?; D: 2%; E: -24%; F: 0%; G: 8%; H: 3%; I: nt

CCCc1ncc(C(O)c2cccc(OC)c2OC)n1C (stereo not given)
  A: 1%; B: 1%; C: 7%&-14%; D: 4%; E: -7%; F: 8%; G: 13%; H: -3%; I: -0.1%

COc1ccc(NC(=O)NCCc2c[nH]c3ccccc23)c(OC)c1
  A: 2%; B: 6%; C: 16%; D: 6%; E: -24%; F: 2%; G: 17%; H: -3%; I: 2.9%

COc1ccc(C(=O)N/C(=C\c2ccccc2)C(=O)Nc2ccc(C(=O)NCC(=O)O)cc2)cc1
  A: 0%; B: 19%; C: 27%; D: -2%; E: -5%; F: -6%; G: 16%; H: -3%; I: -0.5%

O=C1OCCC1Sc1nnc(-c2ccc(Br)cc2)o1 (stereo not given)
  A: -6%; B: -12%; C: -16%; D: 0%; E: -19%; F: 5%[57.1 µM]; G: 11%[57.1 µM]; H: -1%; I: 2.4%

O=C(CSc1nnnn1-c1ccccc1)CC(=O)Nc1ccc(Cl)cc1
  A: -11%; B: -24%; C: 0%; D: 5%; E: 2%; F: -5%[57.1 µM]; G: ?; H: 4%; I: 0.7%

Cc1c(Cl)cccc1-c1ccc(CNCc2ccccn2)o1
  A: -9%; B: -36%; C: ?; D: 0%; E: -24%; F: -5%; G: ?; H: -10%; I: 0.6%

CC(=O)Nc1c(C(=O)C2CC2)oc2ccccc12
  A: 4%; B: 8%; C: 14%; D: 2%; E: 2%; F: 3%; G: 14%; H: 2%; I: 2.0%

3 entries from above, set out differently.
mol,Vif-A3G inh,RGS4 inh,ALOX12 inh,IDH1 R132H inh,USP1 inh,TrxR1 substrate,TrxR1 inh,Vif-APOBEC3F blk,RXFP1 agonist
OCC[C@@H]1NCc2cc(CO)cc(-c3ccccc3)c21,1%,8%,?,-3%,-31%,2%,7%,-5%,nt
CC1(C)CC(CCN(Cc2ccccc2)C(=O)c2ccco2)(c2ccccc2)CCO1 (stereo not given),5%,-31%,?,5%,-22%,5%,?,1%,0.7%
NC1=NC2(CCCCC2)N=C(Nc2ccc(F)cc2F)N1,2%,-41%,-14%,4%,-19%,4%,11%,12%,-2.3%

(further entries)
Short keys – A = Vif-A3G inh; B = RGS4 inh; C = ALOX12 inh; D = IDH1 R132H inh; E = USP1 inh; F = TrxR1 substrate; G = TrxR1 inh; H = Vif-APOBEC3F blk; I = RXFP1 agonist
Cc1ccc(NC(=O)C2CCN(c3ncnc4c3nc3n4CCCCC3)CC2)nc1
  A: -2%; B: -18%; C: 3%; D: -4%; E: -7%; F: 10%; G: 41%[activator]; H: -1%; I: 10%

Cc1c(C(=O)Nc2c(C)n(C)n(-c3ccccc3)c2=O)oc2c(Cl)cccc12
  A: -5%; B: -8%; C: -24%&7%; D: 4%; E: -12%; F: 3%; G: 8%; H: -2%; I: 5.4%

O=C(CN1C(=O)C2CCCCN2c2ccc(C(=O)N3CCCC3)cc21)NCc1cccc(Cl)c1 (stereo not given)
  A: 0%; B: 23%; C: ?; D: -6%; E: -16%; F: -2%[57.1 µM]; G: 10%[57.1 µM]; H: -2%; I: -1.4%

CCC1CCc2nc3sc(C(=O)Nc4ccc(F)c(F)c4)c(N)c3cc2C1 (stereo not given)
  A: 3%; B: -7%; C: ?; D: -11%; E: -29%; F: 49%[activator]; G: 32%; H: 2%; I: 12%

C#CCOCCOCCOCCNc1nc(N2CCN(C(=O)C(Cc3ccc(O)cc3)n3cc(C(N)C(C)CC)nn3)CC2)nc(N2CCN(C(=O)C(Cc3ccc(O)cc3)n3cc(C(N)C(C)CC)nn3)CC2)n1 (stereo not given)
  A: -1%; B: -27%; C: -10%; D: 4%; E: ?; F: 4%; G: 6%; H: 2%; I: -1.7%

Cc1cc(Cl)ccc1NC(=S)NCc1ccco1
  A: 0%; B: -16%; C: ?; D: -1%; E: -18%; F: 9%; G: 12%; H: -9%; I: -0.5%

Screening results from PubChem BioAssay.
